# Source: PubChem
# PDI turbidity = inhibitors of human protein disulfide isomerase; PDI insulin aggregation turbidity, A650, 90 min; inhibition, % at 10 µM; 350,000 tested, 0.052% active;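 active = mean inhibition across replicates of 30% or more, whatever share of single replicates reach that level; inconclusive = mean inhibition below 30% while every single replicate reaches 30%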;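 note: absorbance from insulin aggregation driven by PDI reduction with DTT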
# Target sequence (P07237 whole entry, looked up): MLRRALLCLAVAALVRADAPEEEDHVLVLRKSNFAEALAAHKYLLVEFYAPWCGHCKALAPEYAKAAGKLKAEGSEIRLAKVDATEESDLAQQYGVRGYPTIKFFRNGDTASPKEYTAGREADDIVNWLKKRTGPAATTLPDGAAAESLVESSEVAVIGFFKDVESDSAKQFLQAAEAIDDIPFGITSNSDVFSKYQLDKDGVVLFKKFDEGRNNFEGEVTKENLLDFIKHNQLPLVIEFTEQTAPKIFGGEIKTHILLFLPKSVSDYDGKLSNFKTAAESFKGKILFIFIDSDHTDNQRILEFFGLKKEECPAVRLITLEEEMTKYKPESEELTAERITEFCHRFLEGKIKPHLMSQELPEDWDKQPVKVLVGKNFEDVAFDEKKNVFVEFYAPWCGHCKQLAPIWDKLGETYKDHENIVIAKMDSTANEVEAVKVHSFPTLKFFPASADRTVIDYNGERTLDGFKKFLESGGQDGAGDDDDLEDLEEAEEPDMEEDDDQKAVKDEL
# Exocytosis inh = blocks lytic granule exocytosis; TALL-104 LAMP-1 surface exposure, flow cytometry; cells stimulated with thapsigargin and PMA; inhibition, % at 10 µM; 360,000 tested, 0.66% active; AID 651702;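 active = inhibition above about 55%, limit read from the data; inconclusive = no clear call, values can overlap the other calls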
# CaV13 ICDI inh = Primary screen for inhibitors of IQ motif and Ca2+-dependent inactivation inhibitor domain binding in CACNA1D, Förster resonance energy transfer in living cells, …. HEK cells, CFP/YFP FRET ICDI-IQ, plate reader, 10 min; percent FRET-ratio fall versus neutral wells. inhibition, % at 12.3 µM. 340,000 tested, 0.098% active. AID 743397;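 active = mean replicate inhibition of at least 30% and at least 1% of replicates passing that level; inconclusive = only one of the two criteria is met; inactive = neither criterion is met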;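 note: 0% = median of the neutral control wells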
# Peg3 prom inh = inhibitors of Peg3 promoter; HeLa PEG-Prom luciferase reporter, luminescence, overnight; inhibition, % at 20 µM; 360,000 tested, 1.7% active; AID 588405;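 active = inhibition of at least 50% at 20 µM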
# TRPM1 prom inh = inhibitors of MITF-driven TRPM1 promoter in melanoma cells. 330,000 tested, 0.83% active. inhibition, % at 12.5 µM. SK-MEL-5 TRPM1 promoter luciferase, 24 h;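 active = mean inhibition across replicates of 60% or more, whatever share of single replicates reaches that level; inconclusive = some that reach 60%, reason not given; inactive = mean inhibition across replicates below 60%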; note: values of inactives mirror those of a sister screen read the other way
# Vif imaging = inhibitors of HIV Vif | HEK293T cells, Vif self-association by quenched fluorescence, imaging, 24 h | inhibition, % at 7.49 µM | 340,000 tested, 0.35% active | AID 602346; in the data active = inhibition above about 50%, passing the limit was not always enough; inconclusive = no clear call, values can overlap the other calls; inactive = below about 31%; note: some results filed as inactive read as strong as hits
# aDG glyco act = alpha-DG glycosylation activation | Pro5-aDG cells, alpha-DG glycosylation AlphaScreen (IIH6); 0% Pro5, 100% B10-LARGE cell signal | 360,000 tested, 0.22% active | activation, % at 10 µM;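 active = activation of at least 8% versus controls, or a plate z-score of at least 8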;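 note: Pro5 are CHO cells carrying HIG-tagged alpha-DG that lacks glycosylation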
# hiPSC survival = increases survival of single human iPS cells | hiPSC single-cell survival, ATPlite luminescence; 100% = ROCK inhibitor wells, 0% = DMSO | survival enhancement, % at 20 µM | AID 602274 | 360,000 tested, 0.044% active; in the data active = survival enhancement above about 18%;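 note: cells exposed to compounds for 16 hours before the ATP read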
# HIF-2a block = HIF-2a inhibition; 786-0 RCC cells HIF-2a reporter, luciferase luminescence, overnight; inhibition, % at 18.8 µM; 360,000 tested, 0.72% active; AID 624352;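 active = inhibition of the luminescence signal of 40% or more relative to plate controls, in a single-dose primary screen at 18.75 µM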
# NR2E3 ag-1 = NR2E3 (human) agonism. Q9Y5X4. GST-NR2E3/biotin-RetCOR TR-FRET, 1536-well. inhibition of corepressor binding, % at 4.78 µM. 320,000 tested, 0.12% active. AID 2300;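 active = percent inhibition above the cutoff of mean plus 3 SD of all tested compounds, set per screening campaign, cut at about 20% in these data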;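 note: 0% = DMSO wells and 100% = biotin wells as full block of FRET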
# Target sequence (Q9Y5X4 whole entry, looked up): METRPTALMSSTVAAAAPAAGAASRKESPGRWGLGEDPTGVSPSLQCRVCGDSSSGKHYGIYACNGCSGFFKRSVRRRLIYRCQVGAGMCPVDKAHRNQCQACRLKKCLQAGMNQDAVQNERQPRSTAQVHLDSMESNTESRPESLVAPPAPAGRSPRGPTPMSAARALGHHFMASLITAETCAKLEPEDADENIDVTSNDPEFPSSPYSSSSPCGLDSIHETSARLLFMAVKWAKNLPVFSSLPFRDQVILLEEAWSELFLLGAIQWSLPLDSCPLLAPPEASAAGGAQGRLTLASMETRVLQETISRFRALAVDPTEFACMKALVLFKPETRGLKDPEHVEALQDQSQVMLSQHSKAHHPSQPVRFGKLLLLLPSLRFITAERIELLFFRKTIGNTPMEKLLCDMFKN
#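 Assay system: NR2E3–RetCOR corepressor complex. Quantity: 1.35 nM GST-NR2E3. Buffer or medium: pH 7.5 Tris-based buffer. Reagent: biotinylated RetCOR corepressor at 7 nM final. Schedule: 5 h at 4 °C. Detection: TR-FRET, emission read at 617 and 671 nm. Replicates: one well per compound, singlicate testing.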
# NR2E3 ag-2 = agonists of human NR2E3 nuclear receptor | Q9Y5X4 | inhibition of corepressor binding, % at 3.98 µM | AID 602229 | 360,000 tested, 0.35% active | CHO-S Gal4-NCOR/VP16-NR2E3 two-hybrid, luciferase;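 active = inhibition above the mean of all tested compounds plus 3 SD, cut at about 70% in these data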;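 note: 0% = DMSO with NR2E3 transfected cells and 100% = cells lacking NR2E3 construct; higher means lower luciferase signal from less NR2E3 corepressor binding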
# Active calls of the source: *; ? = inconclusive; . = not tested or not shown.
# Sequence of screens: Peg3 prom inh, NR2E3 ag-1, PDI turbidity, NR2E3 ag-2, hiPSC survival, HIF-2a block, Exocytosis inh, Vif imaging, CaV13 ICDI inh, TRPM1 prom inh, aDG glyco act
COc1cc(CNc2ccc3c(c2)OCCO3)ccc1OCC(N)=O
  2, 2, 2, -13, -1.2, -3, 0, 0, -5, 15, -0.1
CC(C)(C#N)Nn1cnnc1
  12, -2, 4, 5, -0.2, 10, 0, 10, -5, -6, -0.2
O=C(CNC(=O)C1CCCCC1)NNC(=O)c1ccccc1Br
  4, 3, -3, 4, 0.9, 5, 1, 9, -5, -10, -0.3
Cc1ccc(-n2c(C)cc(/C=N/NC(=O)CC3(C)OCCO3)c2C)c(C)c1
  6, 1, -1, -45, -2.1, -6, -2, -11, 1, 8, -0.1
COCCNC(=O)CSc1nc2c(n1-c1ccccc1)CCCC2
  17, 2, 5, -8, -0.3, 14, 0, 2, -4, -14, -0.2
O=C(CN1C(=O)c2ccccc2C1=O)OCCOCCN=C1NS(=O)(=O)c2ccccc21
  18, 2, 1, 18, 0.3, 16, 1, -2, 0, 6, 0.0
CCOC(=O)CC(N)c1ccc(OC)cc1 (stereo unspecified)
  -4, 0, -1, 14, -0.7, 8, 1, 5, -3, -2, -0.2
CCOC(=O)N1CCN(CCCc2ccccc2)CC1
  -11, 3, -6, -11, -0.5, -26, 2, 5, -4, -8, 0.0
Cc1nn(-c2ccc(C(=O)NCC(c3ccco3)N3CCCC3)cc2)c(C)c1Cl (stereo unspecified)
  -5, 3, -9, 25, -0.1, -25, 0, ., -4, -19, 0.3
COc1ccc(NC(=O)Cn2cnc3c(oc4nc5c(cc43)COC(C)(C)C5)c2=O)cc1
  -11, 0, 8, -8, -0.4, -6, -3, 9, -4, 10, -0.3
Cc1ccccc1S(=O)(=O)NC(=O)C1(C)CCN1C(=O)C1(c2ccccc2)CC1 (stereo unspecified)
  6, ., 7, -20, 6.8, 0, -3, 19, -5, ., -0.1
COc1cccc(N(CC(=O)NCCSc2ccccn2)S(C)(=O)=O)c1
  2, -2, 2, 24, 5.9, -6, 2, 2, -4, -1, -0.4
C[N+](C)(C)CCCCCC(=O)/C=N/O
  -2, 5, 10, 1, 0.7, 21, -2, ., -4, 3, -0.4
Cc1c(C(=O)O)sc(S(=O)(=O)N2CCN(C(=O)CCc3ccccc3)CC2)c1C(=O)O
  -3, ., -3, -6, 0.2, 5, 0, -1, ., 1, -0.1
COC(=O)C1=C(O)/C(=C\c2ccc(OCC(=O)Nc3ccccc3)cc2)N=C1C
  -12, -1, -2, 3, -0.3, -6, -3, 4, -3, 3, -0.4
CN(Cc1ccccc1)C(=O)c1ccccc1NC(=O)C1CC1
  7, 0, -9, -3, -1.4, 5, 6, 6, -3, 6, -0.1
CC(=O)c1ccc(N2Cc3ccccc3/C2=N\C(=O)Nc2ccccc2)cc1
  -167, 2, -1, -72, -1.4, -108, 6, -2, -2, -60, 0.2
CC(C)(C)OC(=O)C[C@@H]1C/C=C\C[C@@H](CC(=O)N(CCO)Cc2ccccc2)C(=O)N[C@H](Cc2ccccc2)COC1=O
  7, ., 0, -2, -1.3, 12, 3, -8, -10, -8, -0.3
COc1ccc(C2CC(c3ccccc3)=NN2c2ccc(S(N)(=O)=O)cc2)cc1OC (stereo unspecified)
  13, -1, 1, 6, 4.9, 16, 5, 12, -5, 4, 2.5
O=C(CSc1nnc(-c2ccc(S(=O)(=O)N3CCCC3)cc2)n1CC1CCCO1)NC1CC1 (stereo unspecified)
  -13, 3, 20, -5, 1.2, -4, 5, -12, -4, 3, -0.2
CC(=O)Oc1cccc(N2C(=O)c3ccc(C(=O)Nc4cccnc4)cc3C2=O)c1
  1, 2, 1, 7, 2.2, 3, -7, 1, -1, ., 0.1
O=C(c1ccc2ccccc2n1)N1CCN(S(=O)(=O)c2ccc(Cl)cc2)CC1
  -4, ., 5, -34, 0.2, -4, 24, 5, -5, 8, 0.6
COc1ccc2nc(NC(=O)C(NS(=O)(=O)c3cccc4nsnc34)C(C)C)sc2c1 (stereo unspecified)
  14, 5, 3, 12, 0.0, 17, -8, -9, -7, 1, 0.0
C/C(Cc1ccccc1)=N\NC(=O)c1ccc(F)cc1
  -6, 0, 12, -30, -2.1, -34, -5, -7, -5, -3, -0.3
CC1CCCC(C)N1C(=O)CSc1nc(N)cc(N)n1 (stereo unspecified)
  -5, -3, -9, -13, 1.7, -8, -1, 25, -3, 6, -0.1
Cc1ccc(N2CN(Cc3cccnc3)CNC2=S)c(C)c1
  3, -3, 6, 1, 2.7, 17, 2, -2, -3, -1, -0.1
CCN1C(=O)[C@H]2[C@@H](c3ccc(C(F)(F)F)cc3)N[C@]3(CCCN(Cc4ccccc4)C3=O)[C@H]2C1=O
  -6, ., -19, -5, -2.1, -7, 7, -8, -2, ., 0.2
O=C1CC(C(=O)Nc2ccc(Cl)c(Cl)c2)S/C(=N\N=C\c2ccco2)N1 (stereo unspecified)
  12, 0, -6, -15, -0.6, 15, -8, -6, -2, -1, -0.1
O=C(COC(=O)CC1CC2CCC1C2)Nc1ccc(Cl)c(S(=O)(=O)N2CCOCC2)c1 (stereo unspecified)
  2, 3, 1, -8, 0.4, 2, -6, 0, -3, 7, 0.4
O=Cc1cccn1-c1ncc(Br)cn1
  -15, -1, 2, 10, -0.7, 11, 2, -3, -6, 11, 0.0
CCn1cc(C(=O)N2CCCC2)c(=O)c2cc(S(=O)(=O)N(C)C)ccc21
  -13, 3, ., 14, 0.5, 2, 4, 9, -2, -7, -0.3
CN[C@H]1C[C@H]2c3[nH]c4ccccc4c3CCN2C(=O)[C@H]1[C@H](C)O
  -22, ., -9, -5, -2.1, -25, -5, ., -6, ., 0.1
O=C(C1=COCCO1)N1CCN(S(=O)(=O)c2cccc(Br)c2)CC1
  14, -3, 2, -14, 0.3, -3, 2, 0, -6, -12, 0.1
CCOC(=O)c1[nH]c(C)c(CCC(=O)OC)c1C
  8, -2, 2, -14, -3.5, 12, 0, -11, -4, 1, -0.2
CCn1c(=O)c(C(=O)CN2CCOCC2)c(N)n(Cc2ccccc2)c1=O
  -8, 4, 7, -15, -1.8, 14, 4, 0, -12, 12, 0.0
O=C(CN(c1cccc(C(F)(F)F)c1)S(=O)(=O)c1ccc(Cl)c([N+](=O)[O-])c1)NCc1ccccc1
  12, -1, 4, 5, 3.3, 11, 4, 0, -4, 12, 0.1
CCOc1ccccc1NC(=O)Cn1c(=O)n(-c2ccc(OC)cc2OC)c(=O)c2c(C)c(C(=O)N(CC)CC)sc21
  16, -3, -3, -10, 0.6, 15, -6, -4, -2, 4, 0.4
CC(=O)OC1CC(C)(C)N(OC(=O)c2ccc(N)cc2)C(C)(C)C1
  15, -1, 7, -23, -1.9, 6, -7, -1, -8, -5, 0.0
Cc1nc2ccc(S(=O)(=O)N(C)CC(=O)NCCc3ccccc3)cc2s1
  7, 3, -1, 22, -0.4, -1, 1, -3, -5, 3, -0.3
Nc1ccc(C(=O)NN2C(=O)[C@H](Cl)C2c2ccc(Cl)cc2)cc1 (stereo partly specified)
  102*, ., 56*, 14, -4.2, 11, 5, 10, -5, 81*, -0.1
COc1cccc(C(=O)Nc2nnc(S(=O)(=O)N3CCCCC3)s2)c1
  16, 4, ., 3, -0.1, -3, -1, ., -6, ., 11*
COc1ccccc1C1CCN(C(=O)c2cccs2)CC1
  11, 2, -5, 11, 0.1, 16, 1, -9, 2, -6, 0.3
CCN1CC(O)=C(c2nc3ccccc3s2)C1=N
  -102, -4, 4, -53, -0.3, -159, -3, 3, ., -36, 0.7
COc1ccc(CNC(=S)NC2CCCC2)cc1
  8, 1, 6, -1, 1.8, 2, 1, -5, ., 10, -0.1
COC(=O)CSc1nn(-c2ccc(F)cc2)c(=S)s1
  8, 1, 1, -25, -0.2, 8, 0, 5, -6, -2, 0.2
Cc1nn(Cc2ccc(Cl)cc2Cl)c(C)c1NC(=O)c1ccc(COc2cc(Cl)ccc2Cl)o1
  25, -4, 10, 32, -1.8, 2, -2, -12, 0, 10, 2.0
CCCn1c(SCC(=O)c2c(C)[nH]c(C)c2C(=O)OCC)nc2ccccc21
  22, 1, 10, -12, -0.2, 21, -1, -6, -2, 7, 0.0
COc1cccc(-c2cnc(NCc3cc(Cl)ccc3O)n2C)c1
  -9, 0, 0, 6, 0.5, -14, -6, -6, ., 0, 0.6
CCCn1c(N2CCN(Cc3cccc(C)c3)CC2)nc2c1c(=O)[nH]c(=O)n2C
  15, 2, 5, 8, 0.4, 15, 0, 9, -6, 1, 0.0
CN1c2ccsc2C(O)=C(C(=O)Nc2ccccc2)S1(=O)=O
  13, -1, 1, 3, 4.3, -17, -2, -5, -5, -2, -0.2
CC1=C(C(=O)Nc2cccnc2)C(c2ccncc2)n2nnnc2N1 (stereo unspecified)
  2, -1, 3, -11, -1.2, 9, 4, 6, -5, -3, -0.1
Cc1cccc(Nc2ncnc3ccccc23)c1
  -108, 1, -2, -26, 1.3, -116, 0, 0, -4, 0, 0.2
N#CCc1ccc(Oc2ncc(C(F)(F)F)cc2Cl)cc1
  2, 2, -4, 3, -2.1, 3, -1, 22, -4, -19, -0.4
Cc1ccc(S(=O)(=O)N(CCO)Cc2ccccc2)cc1
  5, 0, -3, -6, -0.3, 15, -5, 3, -2, 7, 0.0
CCC(=O)Nc1ccc(S(=O)(=O)Nc2cccnc2)cc1
  4, 1, 5, 6, 1.8, 16, -2, ?, -7, 6, 0.0
O=C(Nc1ccccc1Oc1ccsc1C(=O)O)c1ccccc1F
  -1, -2, 9, -1, -0.6, 21, 23, ., -5, 9, 0.0
COc1ccccc1NC(=O)N(Cc1ccco1)Cc1cc2cc(C)cc(C)c2[nH]c1=O
  30, 1, 3, -19, 4.5, 25, 5, -9, ., 3, -0.2
Cc1nc2ccc(S(=O)(=O)NCC(=O)N(C)Cc3ccco3)cc2s1
  10, 5, -2, -19, 5.5, 12, -6, 0, -5, 2, 0.0
Cc1cc(C)c(NS(=O)(=O)c2ccccc2)c(C)c1
  9, ., -11, -2, -1.4, 3, -18, -14, -7, -2, 0.1
O=C(/C=C/c1ccc(Cl)cc1)N1CCN(c2ccc(Cl)cc2[N+](=O)[O-])CC1
  23, -1, -6, 7, -1.5, 31, -7, -15, -6, -3, 0.8
O=[N+]([O-])C(=C1NCCN1)C(Cl)=C(Cl)Cl
  13, -2, 6, 3, 0.9, 25, 0, -4, -4, 3, 0.3
CCCc1cc(=O)oc2c(CN3CCN(C)CC3)c(O)c(Cl)cc12
  6, 5, 3, 8, -0.2, 0, 4, 19, -5, 8, -0.1
Cc1ccc(CN(C)C(=O)CN2C(=O)NC(c3ccccc3)(c3ccccc3)C2=O)c(C)c1
  19, 0, -16, -32, -3.1, 15, 11, -10, -3, 8, 0.2

# Outcome played no part in choosing rows; about 3.5% have a hit in one of these screens.
